NALP1 yeast inh: inhibitors of NALP1 inflammasome in yeast | S. cerevisiae NALP1/ASC/caspase-1 growth, X-gal OD620, 72 h | 0.61% of 280,000 active | AID 2071 | inhibition, % at 10 µM; in the data active means inhibition mostly above about 24%, no sharp cut-off; inactive means mostly below about 32%; further: some compounds called inactive have numbers as strong as hits
IDE cell activ: boosts human insulin-degrading enzyme activity in HEK cells. 0.073% of 340,000 active. activation, % at 5.96 µM. AID 493087. FAbeta-B cleavage, fluorescence polarization; 0% vehicle, 100% cell-free pure enzyme wells;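 active means activation above the mean of all tested compounds plus 3 SD, set per screening campaign, cut at about 17% in these data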
VIM-2 inh: inhibitors of Pseudomonas aeruginosa VIM-2 metallo-beta-lactamase. 0.89% of 290,000 active. AID 1527. purified VIM-2, nitrocefin hydrolysis, epi-absorbance fluorescence. inhibition, % at 5.6 µM;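 active means inhibition above the mean of all tested compounds plus 3 SD, cutoff set per screening run, cut at about 7.5% in these data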;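 further: red hydrolysis product quenches plate fluorescence so inhibitors raise well fluorescence; 0% = enzyme with DMSO and 100% = DMSO without enzyme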
M18AAP inhibitor: PfM18AAP enzyme inhibition | recombinant PfM18AAP, H-Glu-NHMec fluorogenic cleavage | inhibition, % at 7.35 µM | 1.2% of 290,000 active | AID 1822;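 active means inhibition above the campaign mean inhibition over all tested compounds plus 3 SD, cut at about 28% in these data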;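 further: 0% = plate median of test compound wells and 100% = 2 mM ZnCl2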
IDE inh: cellular human IDE inhibition; AID 434962; inhibition, % at 5.59 µM; HEK cells, FAbetaB cleavage, fluorescence polarization; 0.41% of 320,000 active;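 active means percent inhibition above the average of all tested compounds plus 3 SD, set per screening campaign, cut at about 16% in these data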;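 further: IDE supplied by intact live HEK cells; FP after avidin binding of uncleaved biotin substrate so inhibition keeps polarization high; 0% = DMSO wells and 100% = 60 µM reference IDE inhibitor Ii1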
PHOSPHO1 inh: inhibitors of human PHOSPHO1 phosphatase; recombinant PHOSPHO1, absorbance phosphatase assay; inhibition, % at 13.3 µM; 1.1% of 290,000 active; AID 1565; in the data active means inhibition above about 60%
GPR7 antagonist: antagonists of human GPR7 (neuropeptides B/W receptor 1). P48145. GPR7-expressing cells, fluorescence antagonist assay. inhibition, % at 4.4 µM. 1.1% of 290,000 active. AID 1861; in the data active means inhibition above about 16%, passing the limit was not always enough;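 further: cells stimulated with the agonist NPW; 0% = agonist with vehicle and 100% = vehicle without agonist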
IMP-1 inhibitor: blocks Pseudomonas aeruginosa IMP-1 metallo-beta-lactamase | inhibition, % at 5.6 µM | 0.45% of 290,000 active | purified IMP-1, nitrocefin hydrolysis, epi-absorbance fluorescence;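 active means inhibition above the mean plus 3 SD of all compounds in the same screening run, cut at about 4.5% in these data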;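 further: 0% = IMP-1 with DMSO and 100% = DMSO wells lacking enzyme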
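Assay system: purified recombinant IMP-1 beta-lactamase. Input: IMP-1 0.2 nM before substrate addition. Buffer or medium: Zinc- and detergent-supplemented HEPES buffer, pH 7.1. Schedule: 25 °C, 15 min preincubation, 25 min reaction. Signal: Epi-absorbance fluorescence, 480 nm excitation, 530 nm emission. Evaluation: percent inhibition from optical density relative to buffer-blank wells.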
p-CIP stab down: p/CIP protein destabilization. Q05BA5. F442A p/CIP-EGFP cells, EGFP fluorescence, 16 h. decrease of EGFP signal, % at 10 µM. 0.01% of 290,000 active;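 active means EGFP signal decrease of at least 30% at 10 µM or well 3 SD below plate mean, unless failing retest; inactive means the rest, including hits failing retest or dose response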; further: some compounds called inactive have numbers as strong as hits; many of its hits are not listed in these tables
Target sequence (Q05BA5 1-1403): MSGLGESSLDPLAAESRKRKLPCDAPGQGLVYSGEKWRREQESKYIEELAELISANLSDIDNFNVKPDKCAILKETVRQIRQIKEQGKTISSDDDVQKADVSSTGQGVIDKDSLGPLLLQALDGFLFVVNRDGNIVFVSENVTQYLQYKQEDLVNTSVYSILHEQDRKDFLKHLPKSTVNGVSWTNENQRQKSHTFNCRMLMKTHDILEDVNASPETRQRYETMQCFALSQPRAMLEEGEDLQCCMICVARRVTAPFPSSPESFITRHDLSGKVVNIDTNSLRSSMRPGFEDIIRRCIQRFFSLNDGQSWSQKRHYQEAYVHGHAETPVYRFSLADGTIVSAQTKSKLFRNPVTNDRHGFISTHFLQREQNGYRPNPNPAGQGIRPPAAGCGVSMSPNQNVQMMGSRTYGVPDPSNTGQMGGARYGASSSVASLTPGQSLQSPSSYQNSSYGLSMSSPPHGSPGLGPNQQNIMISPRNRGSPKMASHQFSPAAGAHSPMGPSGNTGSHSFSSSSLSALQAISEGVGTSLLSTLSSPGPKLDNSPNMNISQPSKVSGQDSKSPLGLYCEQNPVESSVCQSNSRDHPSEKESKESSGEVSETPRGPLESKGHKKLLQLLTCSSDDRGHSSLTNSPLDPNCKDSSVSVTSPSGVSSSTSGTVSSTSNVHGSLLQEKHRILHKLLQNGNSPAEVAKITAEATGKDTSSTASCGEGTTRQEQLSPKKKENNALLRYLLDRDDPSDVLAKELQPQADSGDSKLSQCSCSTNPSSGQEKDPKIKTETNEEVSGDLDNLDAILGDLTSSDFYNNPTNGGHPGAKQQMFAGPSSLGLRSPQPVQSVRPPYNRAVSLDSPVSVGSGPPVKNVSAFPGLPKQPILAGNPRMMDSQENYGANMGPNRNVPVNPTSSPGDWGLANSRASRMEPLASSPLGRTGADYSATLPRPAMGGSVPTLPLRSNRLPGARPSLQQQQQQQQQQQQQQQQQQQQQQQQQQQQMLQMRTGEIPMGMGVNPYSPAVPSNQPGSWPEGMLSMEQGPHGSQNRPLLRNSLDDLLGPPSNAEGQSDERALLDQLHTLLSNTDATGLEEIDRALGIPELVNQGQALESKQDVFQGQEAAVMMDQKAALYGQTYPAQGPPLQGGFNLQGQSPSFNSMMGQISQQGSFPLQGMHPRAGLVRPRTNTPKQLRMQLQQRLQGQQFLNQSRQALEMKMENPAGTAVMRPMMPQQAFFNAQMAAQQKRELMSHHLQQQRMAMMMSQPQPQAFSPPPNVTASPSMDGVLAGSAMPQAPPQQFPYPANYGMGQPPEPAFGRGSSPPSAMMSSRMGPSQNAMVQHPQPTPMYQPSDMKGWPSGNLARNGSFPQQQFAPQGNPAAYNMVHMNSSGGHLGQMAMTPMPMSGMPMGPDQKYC
The depositor's hits bear a star; . = not tested or not shown; & = joins results of further samples.

1	COC(=O)NC1CSCC1OC(=O)c1ccc(Br)cc1 (configuration not stated)
2	Clc1cc(Br)ccc1OCCOCCN1CCOCC1
3	Cc1cccc(C)c1NC(=O)c1cccc(N2C(=O)C3CCC(C)CC3C2=O)c1 (configuration not stated)
4	CCOc1ccc(NC(=O)NCCCN2CCCC2)cc1
5	COc1ccccc1N1CCN(C(=O)c2cc3sccc3n2C)CC1
6	CCc1ccc(N(C(=O)CNC(=O)c2ccco2)C(C(=O)NC2CCCC2)c2cccnc2)cc1 (configuration not stated)
7	O=C(CSc1nnc(-c2ccco2)n1-c1ccccc1)N1CCc2ccccc21
8	COc1ccccc1N1CCN(CC(=O)c2ccc(F)cc2)CC1
Compound | 1 | 2 | 3 | 4 | 5 | 6 | 7 | 8
NALP1 yeast inh | 4 | -10 | -30 | -15 | -15 | 23 | . | 14
IDE cell activ | 6 | 5 | -4 | 4 | 4 | -1 | . | 5
VIM-2 inh | -2.8 | -1.7 | -4.1 | 2.8 | -1.2 | -0.1 | -2.2 | -0.4
M18AAP inhibitor | -3 | 0 | 1 | 3 | -2 | 0 | 0 | 0
IDE inh | 7 | 8 | 6 | -1 | 8 | 1 | . | 2
PHOSPHO1 inh | 28 | 5 | . | 17 | 20 | 20 | . | 39
GPR7 antagonist | 2 | -2 | -3 | 5 | -2 | 13 | -1 | 10
IMP-1 inhibitor | -3.2 | -2.7 | -1.7 | 2.2 | -0.9 | -2.1 | -2.0 | 1.7
p-CIP stab down | 1 | -8 | -14 | 15 | 2 | 4 | . | 2

9	CN1CCc2c(c3c(n2C)CCN(C)[C@@H]3c2cccnc2)[C@H]1c1cccnc1
10	NC1=NC(=O)/C(=C\c2cccs2)S1
11	O=C(NCc1ccco1)c1cccc(NC(=O)c2ccccc2)c1
12	CC(C)c1ccc(NC(=O)NCc2ccc3c(c2)OCO3)cc1
13	Cc1ccc(CC(=O)O/N=C(\N)Cc2ccc([N+](=O)[O-])cc2)cc1
14	O=c1cc(O)n(-c2ccc(Cl)cc2)c(=S)[nH]1
15	CCOc1ccc(-c2nonc2NC(=O)c2ccco2)cc1OCC
16	CC(=O)Nc1c(C(=O)c2ccccc2)oc2ccccc12
Compound | 9 | 10 | 11 | 12 | 13 | 14 | 15 | 16
NALP1 yeast inh | -4&8 | 25 | -5 | 7 | 19 | 1 | 22 | -1
IDE cell activ | -3 | 1 | 0 | 2 | 4 | -5 | 0 | -2
VIM-2 inh | 1.3&-1.4 | 0.0 | -0.9 | -0.7 | -1.8 | -3.3 | -2.1 | 2.4
M18AAP inhibitor | -5&1 | 2 | 2 | -4 | -4 | 0 | -6 | 0
IDE inh | 3&6 | -1 | -3 | -1 | -5 | -4 | -4 | -3
PHOSPHO1 inh | 9&-29 | 17 | -10 | 29 | -7 | 82* | 12 | 2
GPR7 antagonist | -9&-6 | -4 | 2 | 1 | -1 | -1 | -3 | -15
IMP-1 inhibitor | -1.3&-1.1 | -1.8 | -5.0 | -1.8 | -2.3 | -3.3 | -1.9 | -0.1
p-CIP stab down | 9&4 | -14 | 0 | 8 | 7 | -1 | -6 | -3

Given bar-delimited: entries from further up
item | smiles | NALP1 yeast inh | IDE cell activ | VIM-2 inh | M18AAP inhibitor | IDE inh | PHOSPHO1 inh | GPR7 antagonist | IMP-1 inhibitor | p-CIP stab down
10 | NC1=NC(=O)/C(=C\c2cccs2)S1 | 25 | 1 | 0.0 | 2 | -1 | 17 | -4 | -1.8 | -14
11 | O=C(NCc1ccco1)c1cccc(NC(=O)c2ccccc2)c1 | -5 | 0 | -0.9 | 2 | -3 | -10 | 2 | -5.0 | 0
12 | CC(C)c1ccc(NC(=O)NCc2ccc3c(c2)OCO3)cc1 | 7 | 2 | -0.7 | -4 | -1 | 29 | 1 | -1.8 | 8
13 | Cc1ccc(CC(=O)O/N=C(\N)Cc2ccc([N+](=O)[O-])cc2)cc1 | 19 | 4 | -1.8 | -4 | -5 | -7 | -1 | -2.3 | 7
14 | O=c1cc(O)n(-c2ccc(Cl)cc2)c(=S)[nH]1 | 1 | -5 | -3.3 | 0 | -4 | 82* | -1 | -3.3 | -1
15 | CCOc1ccc(-c2nonc2NC(=O)c2ccco2)cc1OCC | 22 | 0 | -2.1 | -6 | -4 | 12 | -3 | -1.9 | -6
16 | CC(=O)Nc1c(C(=O)c2ccccc2)oc2ccccc12 | -1 | -2 | 2.4 | 0 | -3 | 2 | -15 | -0.1 | -3

The listing continues.
17	O=C(NC1CC1)C1=C[C@@H](c2ccc(Br)cc2)C[C@@H](OCCCCO)O1
18	COc1ccc(-c2nnc(NC(=O)Cc3ccccc3)s2)c(OC)c1
19	COc1cc(/C=C/C(=O)N2CCN(c3ccccn3)CC2)cc(OC)c1OC
20	COc1cccc(C(c2nnnn2Cc2ccco2)N2CCN(Cc3ccccc3)CC2)c1OC (configuration not stated)
21	CC(C)Oc1ccc(NC(=O)CCC(=O)O)cc1
22	CCCN1CCN(C(=O)Cn2ncc3c([nH]c4ccc(C)cc43)c2=O)CC1
23	NC(=O)NC(=O)COC(=O)c1ccccc1Oc1ccccc1
24	CCn1c(CNC(=O)C2CCCCC2)cc2cc(C)ccc21
Compound | 17 | 18 | 19 | 20 | 21 | 22 | 23 | 24
NALP1 yeast inh | 0 | -11 | 8 | -4 | 53 | 9 | 10 | 24
IDE cell activ | -5 | -4 | -2 | 5 | 9 | 8 | -1 | 4
VIM-2 inh | -3.0 | -2.0 | -1.3 | -4.1 | -5.7 | 3.5 | -0.4 | 1.1
M18AAP inhibitor | 6 | -2 | -13 | 0 | -14 | 0 | 0 | 3
IDE inh | 8 | 3 | -3 | 6 | 12 | -4 | 14 | .
PHOSPHO1 inh | 14 | 43 | 32 | 23 | -7 | -10 | 30 | 52
GPR7 antagonist | -10 | -5 | -5 | 3 | -9 | -17 | 5 | 28*
IMP-1 inhibitor | -2.4 | -2.3 | -0.3 | -4.9 | -5.4 | -1.5 | -2.2 | -0.7
p-CIP stab down | -9 | -9 | -13 | -3 | 2 | -18 | 8 | 3

2 records picked at random from those above, as already listed:
18	COc1ccc(-c2nnc(NC(=O)Cc3ccccc3)s2)c(OC)c1
20	COc1cccc(C(c2nnnn2Cc2ccco2)N2CCN(Cc3ccccc3)CC2)c1OC (configuration not stated)
Compound | 18 | 20
NALP1 yeast inh | -11 | -4
IDE cell activ | -4 | 5
VIM-2 inh | -2.0 | -4.1
M18AAP inhibitor | -2 | 0
IDE inh | 3 | 6
PHOSPHO1 inh | 43 | 23
GPR7 antagonist | -5 | 3
IMP-1 inhibitor | -2.3 | -4.9
p-CIP stab down | -9 | -3

Additional entries follow.
25	O=C(CCC(=O)c1ccc(F)cc1)NCc1ccccc1C(F)(F)F
26	COC(=O)c1ccc(NC(=O)c2cn(-c3ccccc3)nc2-c2ccncc2)cc1
27	COc1ccccc1OCCOCCOc1c(C)cc(C)cc1Br
28	C=CCn1cc(C(=O)NCCCOC)c(=O)c2cc(S(=O)(=O)N(CC)CC)ccc21
29	C=CCn1c(=S)[nH]c2ccc(Br)cc2c1=O
Compound | 25 | 26 | 27 | 28 | 29
NALP1 yeast inh | -9 | 42 | 30 | -4 | 0
IDE cell activ | 4 | -3 | -4 | 2 | -5
VIM-2 inh | -1.6 | -3.2 | -4.3 | 0.5 | -1.3
M18AAP inhibitor | 0 | 5 | -6 | 0 | -2
IDE inh | 6 | 0 | -2 | -8 | 0
PHOSPHO1 inh | 36 | 26 | -12 | 4 | 1
GPR7 antagonist | -14 | -12 | 7 | -13 | 1
IMP-1 inhibitor | -3.1 | -2.7 | -4.2 | -3.7 | -1.3
p-CIP stab down | -18 | -16 | -9 | 11 | -2

This is a random part of the collection, and some 5.3% of all compounds hit somewhere here.
